XiGFP reactiv: reactivates the inactive X chromosome in mouse fibroblasts; XiGFP mouse fibroblasts, % GFP-positive cells imaging, 3 d; cells co-treated with 5-aza-dC sensitizer; scaled so ellipticine positive control = 100%; activation, % at 7.58 µM; hit rate 0.055% among 360,000;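 active = mean normalized replicate activation at least 10% and every replicate at or above 10%; inconclusive = only one of the two criteria met; inactive = mean below 10% and not all replicates reach 10%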;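 also: 0% = median of on-plate neutral control wells and 100% = ellipticine 6 µM median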
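material = 68-5-11 XiGFP fibroblast line | medium = DMEM plus 5-aza-dC sensitizer | schedule = 3 days compound exposure | benchmarks = positive control ellipticine, 6 µM final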
RAD54 branch: inhibitors of human RAD54 branch migration; RAD54 Holliday junction branch migration, FAM/BHQ fluorescence; inhibition, % at 10.4 µM; hit rate 0.14% among 360,000; Q92698;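 active = mean normalized replicate activity at least 40 and at least half of replicates scoring 40 or more; inconclusive = only one of the two criteria met; inactive = mean below 40 and under half of replicates reaching 40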;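 also: 0% = median of neutral control wells and 100% = median of positive control wells; inhibitors cause a drop in the FAM fluorescence signal; in these data hits start at about 50%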
E-sel inducer: E-selectin induction on HUVECs | P16581 | HUVEC E-selectin immunofluorescence imaging; normalized: neutral wells 0, TNF-alpha wells 100 | activation, % at 7.58 µM | hit rate 0.37% among 260,000;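 active = mean E-selectin-positive cell signal at least 10% of the positive control, reached in at least 60% of replicates, without over 20% cell loss; inconclusive = no rule given, readout overlaps actives, possibly toxicity-flagged; inactive = the rest, including those meeting only one limit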;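 also: in these data hits start at about 27%; measured in HUVEC primary endothelial cells; signal is the percent of cells scored E-selectin positive by PE staining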
Target sequence (P16581 whole entry, looked up): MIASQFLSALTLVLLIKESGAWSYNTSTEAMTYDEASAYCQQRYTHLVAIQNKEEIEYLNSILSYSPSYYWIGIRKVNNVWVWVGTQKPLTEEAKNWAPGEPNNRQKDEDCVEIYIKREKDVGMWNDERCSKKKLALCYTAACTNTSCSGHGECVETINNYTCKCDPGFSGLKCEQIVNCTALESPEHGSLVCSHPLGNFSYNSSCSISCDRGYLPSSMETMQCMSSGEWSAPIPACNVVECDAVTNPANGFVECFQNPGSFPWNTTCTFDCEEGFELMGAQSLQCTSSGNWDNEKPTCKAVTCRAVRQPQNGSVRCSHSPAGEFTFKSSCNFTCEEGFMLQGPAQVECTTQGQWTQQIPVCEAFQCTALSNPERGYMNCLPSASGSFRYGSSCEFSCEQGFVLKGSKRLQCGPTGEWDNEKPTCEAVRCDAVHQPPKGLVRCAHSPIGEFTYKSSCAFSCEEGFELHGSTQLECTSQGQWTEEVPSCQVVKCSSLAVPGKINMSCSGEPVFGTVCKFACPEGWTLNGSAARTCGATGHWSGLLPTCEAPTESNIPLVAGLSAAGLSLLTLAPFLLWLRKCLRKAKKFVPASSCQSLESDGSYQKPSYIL
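assay system = HUVEC, human umbilical vein endothelial cells | input = 3,000 HUVEC seeded per well | medium = EGM-2 growth medium on 0.1% gelatin-coated wells | dosing = one compound dose added by pin transfer | signal = immunofluorescence imaging | read-out basis = % PE-positive cells | control set = TNF-alpha, DMSO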
F508del corr: CFTR F508del correction in bronchial cells. AID 720511. hit rate 0.36% among 350,000. CFBE cells, YFP halide quenching; stimulated with forskolin plus potentiator P3; % fluorescence drop versus neutral controls. activity (quench increase), % at 7.58 µM;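 active = mean added fluorescence quench of at least 8% versus neutral control, with both replicates also reaching 8%; inconclusive = only one of the mean or replicate conditions met; inactive = mean below 8% and not both replicates reaching 8%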;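 also: cells transiently co-express mutant CFTR-F508del with the halide-sensitive YFP; corrector assay measuring rescue of mutant channel to the surface after 24 h compound exposure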
DENV2 CPE: inhibitors of DENV2 cytopathic effect. AID 651640. hit rate 1.7% among 350,000. CPE inhibition, % at 9.99 µM. DENV2-infected cells, cytopathic effect rescue, plate reader; in the data active = CPE inhibition above about 20%, passing the limit was not always enough; inconclusive = no clear call, values can overlap the other calls; tested in BHK-21 cells;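 also: 0% = median of neutral control wells and 100% = median of positive control wells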
Casp6 inh: blocks human caspase-6 cleavage activity | purified caspase-6, Z-VEID-R110 cleavage fluorescence | P55212 | inhibition, % at 12.5 µM | AID 686996 | hit rate 0.53% among 350,000;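 active = mean inhibition across replicates at least about 35%, with every replicate also reaching that limit, limit read from the data; inconclusive = only one of the two criteria met; inactive = neither criterion met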;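 also: 0% = median of neutral control wells and 100% = no fluorescence left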
RAD52 inh: blocks human RAD52 DNA annealing; recombinant RAD52 DNA annealing, FRET fluorescence; inhibition, % at 18.7 µM; hit rate 0.46% among 360,000; AID 651710;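 active = every replicate showing at least 50% inhibition; inconclusive = mean inhibition at least 50% but not in every replicate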
Target sequence (P43351 whole entry, looked up): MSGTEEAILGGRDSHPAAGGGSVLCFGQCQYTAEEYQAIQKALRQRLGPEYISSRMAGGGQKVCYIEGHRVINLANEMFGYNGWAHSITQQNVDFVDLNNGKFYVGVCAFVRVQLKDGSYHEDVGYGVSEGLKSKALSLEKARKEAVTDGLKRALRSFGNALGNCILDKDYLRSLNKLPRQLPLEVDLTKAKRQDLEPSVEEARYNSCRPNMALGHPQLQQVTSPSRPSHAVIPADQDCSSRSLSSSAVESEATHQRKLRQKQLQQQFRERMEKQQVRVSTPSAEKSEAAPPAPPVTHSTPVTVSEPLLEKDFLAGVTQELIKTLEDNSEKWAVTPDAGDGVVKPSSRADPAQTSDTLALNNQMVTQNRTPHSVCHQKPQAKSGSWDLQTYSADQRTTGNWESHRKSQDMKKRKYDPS
INS-1E GSIS act: primary screen for activators of insulin secretion dependent on glucose, INS-1E cells, GLuc reporter luminescence; INS-1E GLuc reporter insulin secretion, 2-3 h; activation, % at 16.6 µM; hit rate 0.61% among 370,000;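 active = lowest replicate activation of at least 40%, so every replicate reaches that level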;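 also: 0% = median of neutral control wells and 100% = median of IBMX positive control wells; some compounds called inactive have numbers as strong as hits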
* hit, by the source's call; ? = inconclusive; nt = not tested or not shown; & = joins results of further samples.

structure,XiGFP reactiv,RAD54 branch,E-sel inducer,F508del corr,DENV2 CPE,Casp6 inh,RAD52 inh,INS-1E GSIS act
CC[C@@]12C(=O)N(c3cccc(Br)c3)C(=O)N1[C@H](c1ccc(Br)cc1)[C@@H]1C(=O)N(C(C)(C)C)C(=O)[C@@H]12,0.3,4,-0.2,2.1,-1,-1,-1,8
OC[C@@H]1CC[C@@H](Cc2ccc(-c3ccccc3)cc2)O1,-0.2,-7,0.0,-5.0,-8,-19,4,6
CCN(CC)Cc1cc(C(C)(C)C)cc(N2CCOCC2)c1O,0.1,nt,-0.2,-1.0,0,-3,-2,-23
CCc1ccccc1NC(=S)Nc1cc(OC)c(NC(=O)C(C)C)cc1OC,0.2,4,nt,-1.0,-2,12,-8,-6
O=C(CCS(=O)(=O)c1ccccc1)Nc1ccc2c(c1)OCO2,0.0,nt,0.2,-0.6,9,1,-23,nt
O=C(O)C1C2CCC(O2)C1C(=O)Nc1ccc(OC(F)F)cc1 (stereo not given),0.0,-9,nt,-0.5,-1,1,-11,-26
COc1ccc(-c2cnc3c(c2)C(=O)N([C@H](C)CO)C[C@H](C)[C@@H](CN(C)Cc2ccccn2)O3)cc1,-1.3,2,-0.6,-0.9,?,-1,-25,21
CCCc1nc2oc3c(=O)[nH]cnc3c2c2c1CCCC2,0.0,nt,nt,0.1,3,2,-15,-9
C=C(c1ccccc1)c1ccc(N(C)C)cc1,0.6,-2,nt,-0.6,11,-2,-9,1
CCC(C)NC(=O)c1ccccc1NC(=O)C(C)N(c1ccccc1)S(C)(=O)=O (stereo not given),nt,18,nt,0.4,-1,nt,-15,-26
CC1(C)Cc2nc(Cl)c(C#N)cc2CO1,0.0,-6,8.5,-0.4,nt,1,-14,2
CC1CCC(C(C)C)C(OC(=O)Cn2c(-c3ccc(Br)cc3)[n+](C)c3ccccc32)C1 (stereo not given),0.2&0.0,27,-4.8,1.0&2.2,0&-9,7&25,34&40,275*
CCCCN(CCCC)c1ncnc2nc[nH]c12,0.1,nt,nt,-1.2,-3,1,3,9
O=C(NC1CCOC1=O)OCc1ccccc1 (stereo not given),0.0,13,nt,2.5,-12,-1,-3,nt
CC1(C(=O)NCC(F)(F)F)CCN1C(=O)Cc1ccc(-c2ccccc2)cc1 (stereo not given),0.0,3,0.1,1.4,1,-1,-8,-27
CC(OC(=O)c1ccccc1O)C(=O)Nc1ccc(Cl)cn1 (stereo not given),0.0,nt,0.2,-0.4,-7,5,-5,10
COc1ccccc1NC(=O)N1C[C@@H]2[C@H](c3ccccc31)[C@H](CO)N2C(=O)C1CC1,nt,-15,nt,2.7,15,0,-4,nt
CCOc1ccc(NC(=O)c2sc3nc(N4CCOCC4)c4c(c3c2N)CC(C)(C)OC4)cc1,0.1,2,nt,-1.5,-2,5,-9,-3
CC1CCCC(NC(=O)c2ccc3snnc3c2)C1C (stereo not given),0.1,1,nt,-1.7,-1,0,-5,-4
CC(=O)c1ccc(S(=O)(=O)N2CCN(C(=O)CSc3ccc(C)c(C)c3)CC2)cc1,0.3,3,0.2,-1.4,6,-3,-7,-13
Cc1cccc(CN2CCSCCS2(=O)=O)c1,0.2,nt,nt,-0.6,7,-3,-17,17
COc1ccc(CN(C)C[C@@H]2OCCCC[C@H](C)Oc3ccc(NS(=O)(=O)c4cn(C)cn4)cc3C(=O)N([C@@H](C)CO)C[C@H]2C)cc1,-1.1,-3,0.2,1.3,-2,0,20,10
CCN(CC)c1ccc(CN(C(=O)c2ccco2)C2CCS(=O)(=O)C2)cc1 (stereo not given),nt,5,nt,-0.3,nt,-1,-17,25
CCc1cccc(C)c1NC(=O)CN(C)Cc1cccc(F)c1,-0.1,-11,-1.2,-3.1,-2,1,-7,nt
Cc1ccc(CCNC(=O)CN(C)S(=O)(=O)c2ccc3c(c2)c(=O)n(C)c(=O)n3C)cc1,0.1,-7,0.4,-3.9,-1,-1,8,2
CCOC(=O)/C(=N\Nc1cc(Cl)ccc1Cl)N1CCOCC1,0.0,nt,7.6,-2.8,-3,3,-2,-14
CCNc1nc(NCC)nc(N(C#N)C(C)C)n1,-0.2,nt,1.4,1.7,5,1,0,48*
COc1cc(CNn2c(C)n[nH]c2=S)cc(Cl)c1OCC(=O)NC(C)(C)C,-0.1,-2,-0.1,3.6,-2,-1,-20,6
C[C@H](CO)N1C[C@H](C)[C@@H](CN(C)Cc2ccc(F)cc2)Oc2cc(Br)ccc2S1(=O)=O,0.0,2,-0.4,2.0,-8,1,6,-15
CNc1ccccc1C(C)(C)c1cc(-c2ccco2)n[nH]1,nt,-3,nt,-1.6,nt,6,-3,17
Cc1ccc(C(=O)Nc2ccc(F)cc2)cc1NC1=NC2CS(=O)(=O)CC2S1 (stereo not given),-0.1,-1,-0.3,-1.7,-8,-3,13,3
O=C(CN1C(=O)CSc2ncccc21)N1CCOCC1,0.0,-12,nt,-0.9,-1,5,-9,10
O=C(CSc1nc(=O)n2ccccc2n1)NCc1ccccc1Cl,0.0,3,0.7,1.3,-5,6,-10,13
CCCC1(c2ccccc2)NC(=O)N(CC(=O)N2CC(=O)Nc3ccccc32)C1=O (stereo not given),0.0,-2,0.2,-3.0,1,2,-10,-9
CCn1c(SCC(=O)NCc2ccc(F)cc2)nc2c(c1=O)SC(C)C2 (stereo not given),0.5,5,0.4,3.7,-4,-1,-12,-1
Cc1ccccc1S(=O)(=O)N1C[C@H](O)COC[C@@H]2O[C@@H](CC(=O)NCc3ccccc3Cl)CC[C@H]21,0.4,-3,0.1,-4.5,0,0,8,-12
Cc1ccc(C(=O)Nc2ncc(Cc3ccc(SC(F)F)cc3)s2)cc1,1.0,3,4.9,nt,?,0,-19,-9
Cc1ccn2c(=O)c(NC(=O)COc3ccccc3)c(C)nc2c1,-0.2,-7,1.2,-1.7,-4,1,-20,15
CN(Cc1ccccc1)C(=O)C1CCN(S(=O)(=O)c2cccc3nsnc23)CC1,0.2,1,nt,-2.1,6,0,-19,2
CCN(CC)S(=O)(=O)c1cccc(C(=O)N/N=C/c2ccc(N3CCOCC3)cc2)c1,0.5,-2,-2.1,-0.6,-1,1,6,-7
COc1ccccc1N1CCN(Cc2cc(=O)c(OCC(=O)NC3CCCC3)co2)CC1,0.1,nt,0.0,-3.2,-3,-7,-1,-7
CCOC(=O)N1CCN(C(=O)C[C@@H]2C[C@@]3(C(=O)OCC)CCCC=C3N(Cc3ccc(Cl)cc3Cl)C2=O)CC1,0.2,nt,nt,1.6,4,4,-5,-15
Cc1nc(C(=O)N/N=C/c2[nH]ncc2Br)cs1,0.0,nt,3.6,-0.1,7,1,-10,12
CC(C)(C)OC(=O)C(C(=O)OC(C)(C)C)c1ccc(Cl)nn1,-0.1,3,nt,-0.4,1,4,-5,-5
Cc1cccc(OCC(=O)Nc2cc(S(=O)(=O)N3CCOCC3)ccc2N2CCCC2)c1C,0.0,-2,0.3,-2.3,-8,2,-18,-23
Cc1nn(CC(=O)N(C)C2CCS(=O)(=O)C2)c(C)c1[N+](=O)[O-] (stereo not given),0.2,nt,0.7,0.7,11,-2,-14,18
COc1ccccc1S(=O)(=O)N[C@H]1CC[C@H](CC(=O)N2CCCCC2)O[C@H]1CO,-0.1,-1,-0.4,-0.9,3,0,3,9
C[C@@H]1CN([C@@H](C)CO)S(=O)(=O)c2ccc(-c3ccc(C(=O)N(C)C)cc3)cc2O[C@H]1CN(C)C(=O)Nc1ccccc1F,-2.0,6,0.4,1.5,13,-3,-10,1
COc1ccc(C(=S)N2CCOCC2)cc1OC(=O)c1cccc([N+](=O)[O-])c1,0.0,nt,nt,nt,11,1,-8,-11
O=C(NC(c1ccccc1)c1ccccc1)N1CCOCC1,0.3,nt,6.0,2.5,-1,0,2,-3
COc1cccc(NC(=O)Cn2cc(C(=O)C3CC3)c3ccccc32)c1,0.0,12,0.5,-1.6,10,-2,10,12
CCOC(=O)N1CCc2c(sc(NC(=O)CN3CCOCC3)c2C(=O)Nc2ccccc2)C1,0.0,nt,0.3,3.1,1,1,-19,-26
CC(C)(C)Cc1c(-c2cccc(Br)c2)nc2ccc(Br)cn12,0.0,11,-1.7,-8.5,?,-1,-11,-5
C[C@H](CO)N1C[C@H](C)[C@H](CN(C)S(=O)(=O)c2cccc(F)c2)Oc2ncc(C#CC3(O)CCCC3)cc2C1=O,0.1,-3,-0.2,-2.9,-2,1,13,4
N#Cc1ccc(S(=O)(=O)NCC2CCN(C(=O)C(=O)c3cc4ccccc4o3)CC2)cc1,0.1,nt,0.2,2.1,-2,-1,-16,-18
CC(C)NC(=O)N1[C@H](CO)[C@@H](c2ccccc2)C12CN(C(=O)CN(C)C)C2,-0.1,nt,0.2,2.5,5,0,1,32

Other results follow:
structure,XiGFP reactiv,RAD54 branch,E-sel inducer,F508del corr,DENV2 CPE,Casp6 inh,RAD52 inh,INS-1E GSIS act
CC(=O)NC[C@@H]1[C@@H](c2ccc(C3=CCCC3)cc2)[C@@H](CO)N1C(=O)C1CC1,0.5,nt,-0.1,-0.5,-7,-3,-15,23
O=C(NC(=S)Nc1cc(C(F)(F)F)ccc1N1CCOCC1)c1ccco1,0.0,2,0.1,3.0,1,6,-10,nt
O=C(NC1CCCCC1)N1CCN(c2nc(-c3ccccc3)cs2)CC1,-0.1,-4,nt,2.0,-3,nt,-13,-17
O=C1OCCC1Sc1nnc(-c2ccc(Cl)cc2Cl)o1 (stereo not given),0.0,nt,0.4,0.9,-3,-1,-14,-9
Cc1ccc(Nc2nc(Cl)nc(NC(C)(C)C)n2)cc1,0.1,-12,nt,2.2,18,-2,-19,-13
C[C@@H]1CN([C@H](C)CO)C(=O)c2cc(NC(=O)c3ccccc3)ccc2O[C@@H](C)CCCCO[C@@H]1CN(C)S(=O)(=O)c1cn(C)cn1,0.4,-4,-0.1,0.7,4,5,5,14
Cc1ccccc1C(=O)NC(C(N)=O)P(=O)(OC(C)C)OC(C)C (stereo not given),0.0,nt,nt,-0.5,-4,-3,-14,2
O=C(NCCN1CCOCC1)C(=O)c1c[nH]c2ccccc12,0.0,-11,0.6,-1.8,1,-2,-4,2
COc1ccc(S(=O)(=O)Nc2ccc3c(c2)CC(=O)N([C@@H](C)CO)C[C@@H](C)[C@@H](CN(C)C)O3)cc1,-1.3,1,nt,2.0,3,3,24,12
CC(=O)OCC(=O)C1(O)CCC2C3CCC4=CC(=O)C=CC4(C)C3C(O)CC21C (stereo not given),0.0,-1,nt,3.3,15,1,-13,-40
CN(Cc1ccccc1)C(=O)c1ccc2nc([C@H]3C[C@H](O)[C@@H](CO)O3)[nH]c2c1,0.6,-8,nt,-1.1,2,-1,-6,nt
CCC(C(=O)NCc1ccccc1)n1c(Cc2cc(F)cc(F)c2)nc2ccccc21 (stereo not given),0.2,nt,0.1,-1.6,-12,-1,-4,-3
O=C(C1=C[C@@H](c2ccc3c(c2)OCO3)C[C@@H](OCc2ccc(CO)cc2)O1)N1CCOCC1,0.0,3,-0.1,-2.3,?,1,-24,-14
Cc1cc(C)cc(N2C(=O)CC(c3ccccc3)CC2=O)c1,0.8,12,-0.1,3.2,1,3,-13,-1
